Bioassay records: PubChem, National Center for Advancing Translational Sciences (NCATS)
Hsp90 Hop PPI = changes Hsp90-Hop TPR2A binding signal, up or down; hit rate 0.44% among 71,000; AlphaScreen TPR2A-His6 binding biotin-Hsp90 C-terminal peptide; Potency, µM (top dose mostly 57 µM), without a hit: top-dose activity change, negative = inhibition; active = well fitted curve in either direction with a large enough effect; inconclusive = small, poorly fitted or top-dose-only effect, or another doubt; also: potency is read from the fitted curve at half-maximal effect; % is scaled to controls: 0 for no effect and ±100 for the full control effect; many of its hits are not listed in these tables
FLuc inh = inhibitors of firefly luciferase; P08659; purified firefly luciferase, luminescence, 8 min; Potency, µM (titrated, usually from 57.1 µM), without a hit: at the top dose activity change, negative = inhibition, hits mostly inhibitors; hit rate 2.2% among 72,000; also: potency is read from the fitted curve at half-maximal effect; % is scaled to controls: 0 for no effect and ±100 for the full control effect; nearly all actives have a fitted effect of over 40% in size
Target sequence (P08659 whole entry, looked up): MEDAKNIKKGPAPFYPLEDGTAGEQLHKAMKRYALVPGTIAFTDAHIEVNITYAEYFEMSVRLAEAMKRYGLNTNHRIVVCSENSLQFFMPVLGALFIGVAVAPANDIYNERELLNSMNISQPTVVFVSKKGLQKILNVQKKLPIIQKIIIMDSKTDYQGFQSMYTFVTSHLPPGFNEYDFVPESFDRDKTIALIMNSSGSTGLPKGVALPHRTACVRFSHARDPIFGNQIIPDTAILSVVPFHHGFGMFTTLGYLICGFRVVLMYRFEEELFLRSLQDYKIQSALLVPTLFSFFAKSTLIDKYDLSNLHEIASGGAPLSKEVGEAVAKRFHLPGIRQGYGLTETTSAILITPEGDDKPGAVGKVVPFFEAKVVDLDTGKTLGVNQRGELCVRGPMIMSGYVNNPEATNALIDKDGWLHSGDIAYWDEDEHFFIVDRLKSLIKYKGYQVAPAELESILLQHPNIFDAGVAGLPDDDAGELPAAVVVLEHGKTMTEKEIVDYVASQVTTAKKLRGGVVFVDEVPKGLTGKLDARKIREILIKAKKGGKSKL
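qHTS concentration-response profiling: light output of P. pyralis luciferase with luciferin and 10 uM ATP, imidazole buffer pH 7.2. Read by luminescence after 8-min room-temperature incubation.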
15-hLO inh = blocks human 15-lipoxygenase activity | P16050 | purified 15hLO-1, xylenol orange hydroperoxide absorbance | Potency, µM (series often up to 57.1 µM), without a hit: top-dose activity change, negative = inhibition, most hits filed as inhibitors | hit rate 1.4% among 74,000 | AID 887; also: potency is read from the fitted curve at half-maximal effect; % is scaled to controls: 0 for no effect and ±100 for the full control effect; nearly all actives have a fitted effect of over 55% in size
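Quantitative HTS in 25 mM Hepes pH 7.5 containing 0.01% Triton X-100: human 15hLO-1 at 40 nM, arachidonic acid at 50 uM, 6 min turnover. Product quantified via ferrous oxidation/xylenol orange, 573:405 nm absorbance ratio.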
HADH2 inhib = blocks human hydroxyacyl-CoA dehydrogenase type II | AID 886 | hit rate 3.4% among 73,000 | Q99714 | recombinant HADH2, NADH fluorescence, beta-hydroxybutyryl-CoA | Potency, µM (series often up to 57.1 µM), for inactives: at the top dose activity change, negative = inhibition, most hits filed as inhibitors; also: potency is read from the fitted curve at half-maximal effect; % is scaled to controls: 0 for no effect and ±100 for the full control effect; nearly all actives have a fitted effect of over 60% in size; many of its hits are not listed in these tables
Target sequence (Q99714 whole entry, looked up, one chain of several): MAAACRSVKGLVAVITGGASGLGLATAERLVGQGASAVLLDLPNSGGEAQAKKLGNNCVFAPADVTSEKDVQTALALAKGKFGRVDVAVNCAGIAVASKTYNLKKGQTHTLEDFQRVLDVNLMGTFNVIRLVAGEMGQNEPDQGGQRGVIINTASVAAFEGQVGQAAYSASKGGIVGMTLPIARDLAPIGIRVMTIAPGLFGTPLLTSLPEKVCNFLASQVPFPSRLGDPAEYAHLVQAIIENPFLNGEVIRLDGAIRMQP
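NADH fluorescence (ex 360/em 450 nm) read every 30 s for 4 min; activity taken as last-minus-first time point difference. Enzyme 20 nM, NAD+ 1 mM, beta-hydroxybutyryl-CoA 90 uM, pH 9.0 Tris buffer.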
Rhodamine autofl = compound autofluorescence in rhodamine spectral region; hit rate 0.05% among 59,000; Rhodamine-region fluorescence, 547/598 nm, Tris buffer; active compounds read high; max dye-equivalent concentration, M; AID 594; in the data active = max dye-equivalent concentration above about 11 nM; inconclusive = between about 1.1 nM and that limit
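Compound fluorescence in 100 mM Tris, pH 8.0, read after 15 min at room temperature with 547 nm excitation and 598 nm emission. Output is dye-equivalent concentration from an on-plate rhodamine standard series.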
Texas Red fluor = compounds fluorescent in Texas Red spectral region; Compound fluorescence, Texas Red channel, 547/618 nm; active compounds read high; max dye-equivalent concentration, M; hit rate 0.06% among 59,000; AID 587; in the data active = max dye-equivalent concentration above about 10 nM; inconclusive = between about 1.1 nM and that limit
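Dye-equivalent concentrations come from scaling compound signal (ex 547, em 618 nm) to six Texas Red standard concentrations run on every plate, after 15 min room-temperature incubation in pH 8.0 Tris (100 mM).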
CRE-bla Fsk = modulators of forskolin-stimulated CRE signaling in CHO cells; hit rate 2.5% among 71,000; CHO CRE-bla reporter (cAMP response element driving beta-lactamase), forskolin EC10, beta-lactamase ratio; Potency, µM (series often up to 38.2 µM), for inactives: at the top dose activity change, negative = inhibition, usual class: activators; active = well fitted activation curve with a large enough effect in the signal ratio, with a control signal flat, not every such curve was filed as active; inconclusive = small, poorly fitted or top-dose-only effect, or effect the other way, or a change in a side signal; the % refers to the signal ratio; also: potency is read from the fitted curve at half-maximal effect; % of control where 0% means no effect
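Reporter-gene assay: CHO cells with beta-lactamase behind cAMP responsive elements, co-treated with compound and EC10 NKH 477 for 3 hours at 37 degrees Celsius. Activity came from the 460/530 nm CCF4 emission ratio.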
ERK AVP block = vasopressin-driven ERK pathway inhibition; HEK293-V1b, vasopressin-stimulated pERK AlphaScreen; Potency, µM (doses to about 57.5 µM), without a hit: at the highest dose activity, negative = inhibition, hits mostly inhibitors; hit rate 0.99% among 72,000; AID 995; also: potency is read from the fitted curve at half-maximal effect; % is scaled to controls: 0 for no effect and ±100 for the full control effect; nearly all actives have a fitted effect of over 55% in size
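HEK293 cells stably expressing V1b receptor, seeded overnight in 1% FBS, were treated with compounds for 30 min at 37C, then stimulated 5 min with 25 nM vasopressin; phospho-ERK read by AlphaScreen SureFire after lysis.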
DNA Pol III inh = inhibitors of bacterial DNA polymerase III holoenzyme | AID 603 | Potency, µM (titrated, usually from 57.1 µM), inactives show at the top dose activity change, negative = inhibition | hit rate 0.25% among 71,000 | reconstituted DNA polymerase III holoenzyme replication, biochemical; also: potency is read from the fitted curve at half-maximal effect; % is scaled to controls: 0 for no effect and ±100 for the full control effect
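Reconstituted *E. coli* holoenzyme (0.35 nM Pol III, 1 nM beta, 154 nM SSB, 2 nM primase) was preincubated with compound for 15 min at RT. Synthesis on 1.4 nM ssM13Gori ran 35 min, then was stopped with PicoGreen/EDTA and read as dsDNA fluorescence.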
HBB splicing = alters splicing of the hemoglobin beta chain; HBB splicing reporter cell assay, activation; EGFP reporter with mutant IVS2-654 intron; response scale: normalised to 500 nM splice-correcting PNA; Potency, µM (doses to about 46.1 µM), without a hit: at the highest dose activation, actives largely listed as activators; hit rate 0.06% among 65,000; AID 925; also: potency is read from the fitted curve at half-maximal effect; 0% is about no effect
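HeLa cells stably expressing EGFP interrupted by mutant beta-globin intron 2 (IVS2-654), 500/well in 2% FCS. Treated with compound for 2 days at 37C. Splicing correction scored as total well GFP intensity (488 nm excitation, 500-520 nm emission); 500 nM antisense PNA served as control.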
Tau fil binding = binds recombinant human tau filaments | P10636 | recombinant tau filaments, thioflavin S fluorescence, 15 h; filaments grown with octadecylsulfate alongside compound | Potency, µM (titrated, usually from 57.1 µM), without a hit: top-dose activity change, negative = inhibition | hit rate 2% among 71,000 | AID 596;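 also: potency is read from the fitted curve at half-maximal effect; % is scaled to controls: 0 for no effect and ±100 for the full control effect; actives lower thioflavin S fluorescence by blocking filaments or displacing dye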
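Thioflavine S fluorescence (ex 450, em 510 nm) reports filaments formed from 1 uM human tau plus 30 uM ODS over 15 h at 37 C (10 mM HEPES pH 7.4, 100 mM NaCl, 5 mM DTT); compounds displacing dye or blocking filaments lower signal.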
* hit, by the source's call; i = inactive; ? = inconclusive; . = no result given; [ ] = dose if it differs, or a comment. Unless noted, calls follow the shape of the dose curve; as a rule, active = well fitted curve in the direction sought with a large enough effect; inconclusive = small, poorly fitted or top-dose-only effect, or another doubt; inactive = no such curve, though single readings can be large; an effect the other way counts as inactive or inconclusive.

Every second line gives: Hsp90 Hop PPI	FLuc inh	15-hLO inh	HADH2 inhib	Rhodamine autofl	Texas Red fluor	CRE-bla Fsk	ERK AVP block	DNA Pol III inh	HBB splicing	Tau fil binding
1) O=C1CC2(CCCC2)CC(=O)N1CCCCNC[C@H]1COc2ccccc2O1
 : -2%	3%	7%[25.6 µM]	-5%	.	.	-28%	18%	-9%	.	?
2) CN1CCN(C(=O)CSc2nc(-c3cccs3)cc(-c3cccs3)c2C#N)CC1
 : -15%	2%	16µM*	-16%	i	?	?	-11%	-14%	1.9%	7.9µM*
3) O=C(CCN1C(=O)c2ccccc2S1(=O)=O)Nc1nc2c(s1)CCCC2
 : -5%	-1%	-6%	2%	i	i	-12%	?	-5%	0.0%	-10%
4) COc1ccc(NC(=O)CC2C(=O)N(c3cccc(OC)c3)C(=O)N2C2CCCCC2)cc1 (stereo not given)
 : -7%	-1%	12%	7%	i	i	?	-10%	-2%	3.9%	8%
5) O=C1CCCC2=C1C(c1cccs1)n1ncnc1N2 (stereo not given)
 : -1%	1%	8%	?	i	i	-2%	5%	1%	-0.5%	6%
6) Cc1ccc(C)c(CN2CCCNC2=O)c1
 : 0%	3%	3%	-11%	i	i	-4%	-2%	-12%	-0.7%[0.369 µM]	2%
7) CCCCCCN(C(=O)CCCCCN1C(=O)NC(c2ccc(C(F)(F)F)cc2)C(C(=O)OCc2ccccc2)=C1C)C(C(=O)NCCCC)c1ccc(OCC(=O)OC)c(C(=O)OC)c1 (stereo not given)
 : -5%	.	-14%	-10%	.	.	19%	6%	-2%	-0.6%	72%
8) NCCCNC(=O)c1cc2ccccc2[nH]1
 : -21%	3%	-7%	-25%	i	i	-9%	-15%	-3%	5.6%	-9%
9) CC(=O)c1c(N2CCN(Cc3ccc4c(c3)OCO4)CC2)nc(=S)n(-c2ccccc2)c1C
 : -1%	-1%	-4%	-18%	i	?	-2%	3%	-6%	-0.6%	15%
10) C=CCn1c(SCc2nnc(-c3ccccc3)o2)nnc1C(O)c1ccccc1 (stereo not given)
 : -5%	0%	0%	9%	i	i	-6%	-18%	-3%	-1.4%	-2%
11) COC(=O)[C@@H](NC(=O)NC1CCN(Cc2ccccc2)CC1)C(C)C
 : -3%	-1%	6%	9%	i	i	15%	-14%	0%	2.8%[1.84 µM]	1%
12) COC(=O)c1ccc(C(NC(=O)OCc2ccccc2)/C(F)=C/[C@@H](C)C(=O)Nc2ccc(OC)cc2)cc1 (stereo not given in full)
 : -3%	.	6%	11%	.	.	1%	2%	-7%	-1.1%	320%
13) CCOC(=O)N1CCC(NCCNC(=O)c2ccccc2Cl)CC1
 : -4%	2%	-8%	-6%	i	i	-1%	-24%	?	0.3%[57.5 µM]	5%
14) Cc1ccc(NC(=O)c2ccc(S(=O)(=O)NCC3CCCO3)cc2)cc1 (stereo not given)
 : ?	-1%	11%	33%[activator]	i	i	-5%	27%	-6%	-3.4%	109%
15) CCOc1cccc2cc(C(=O)Nc3cc(C)on3)c(=O)oc12
 : -2%	1%	-8%	2%	i	i	6%	-2%	3%	10%	-14%

(continued)
Every second line gives: Hsp90 Hop PPI	FLuc inh	15-hLO inh	HADH2 inhib	Rhodamine autofl	Texas Red fluor	CRE-bla Fsk	ERK AVP block	DNA Pol III inh	HBB splicing	Tau fil binding
16) Cc1cc2c3nonc3ccc2n1C
 : 14%	2%	-29%	?	i	i	?	18%	-1%	3.5%[0.369 µM]	10%
17) COc1ccc(-c2nnc3ccc(SCC(=O)NCc4ccco4)nn23)cc1OC
 : -6%	1%	-5%	-3%	i	?	?	5%	-12%	-0.5%	-7%
18) O=C(NCCCN1CCN(CCCNC(=O)c2ccc(F)cc2)CC1)c1ccc(F)cc1
 : -3%	0%	2%	15%	i	i	-5%	-11%	-5%	-0.2%	2%
19) CCOc1ccc(-c2cc(CCCC(=O)NCc3cccnc3)no2)cc1
 : 1%	13µM*	8%	8%	.	.	4%	13µM*	0%	-1.0%	18%
20) COc1cccc(Nc2cc(C)nc3nc(C)nn23)c1
 : -1%	-8%	7%	2%	.	.	13µM*	-15%	0%	-0.1%	0%
21) COc1ncc2nc(-c3ccccc3)c(=O)n(C3CC3)c2n1
 : -5%	2%[11.4 µM]	4%	?	i	i	?	?	-12%	-0.1%	2%
22) O=C(NCc1ccco1)c1cc2sccc2n1Cc1ccccc1
 : -3%	-3%	-12%	-24%	i	i	-10%	?	1%	.	-13%
23) O=C(Nc1ccc(F)cc1)N(CCCN1CCOCC1)Cc1cc2cc3c(cc2[nH]c1=O)OCO3
 : -1%	-2%	-2%	?	i	?	?	19%	-3%	.	21%
24) CC(=O)c1cc2c(cc1NC(=O)c1ccc(-n3nc(C)cc3C)cc1)OCO2
 : -3%	4%	-3%	31%[activator]	i	i	?	7%	0%	0.6%	80%
25) COC(=O)c1ccc(CSc2nc3sc4c(c3c(=O)n2C)CCCC4)o1
 : ?	2%	-21%	3%	i	i	?	3%	0%	0.6%	1%
26) Cc1ccc(SCCNC(=O)C(C)C)cc1
 : 0%	-1%	4%	13%	i	?	1%	-6%	-3%	-0.7%	2%
27) Cc1cc(C)c2[nH]c(=O)c(CN(CC3CCCO3)C(=O)C3CCCO3)cc2c1 (stereo not given)
 : -1%	1%	3%	-22%	i	i	3%	-7%	-6%	0.2%[57.5 µM]	-10%
28) N#CCSc1nnc(Cc2cccc3ccccc23)n1C1CCCCC1
 : -5%	-1%	-3%	11%	i	i	-7%	-7%	-2%	-2.6%	60%
29) CCC(Sc1nc(=O)cc(N)n1-c1ccccc1)C(=O)Nc1ccc(Cl)cn1 (stereo not given)
 : -4%	-2%	-12%	7%	i	i	-2%	13%	3%	0.1%	11%
30) COc1ccc(S(=O)(=O)N(CC(=O)N2CCN(C)CC2)C2CCCCC2)cc1OC
 : -3%	0%	6%	8%	i	i	2%	-28%	-4%	0.0%[57.5 µM]	4%

Next part
Every second line gives: Hsp90 Hop PPI	FLuc inh	15-hLO inh	HADH2 inhib	Rhodamine autofl	Texas Red fluor	CRE-bla Fsk	ERK AVP block	DNA Pol III inh	HBB splicing	Tau fil binding
31) Cc1ccc(C)c(OCCCCCn2ccnc2)c1
 : -7%	-4%	21%	9%	.	.	?	-23%	-1%	-0.3%[9.22 µM]	-4%
32) CN(C(=O)c1cnc(N2CCN(c3ncccn3)CC2)c2ccccc12)c1ccc(Cl)cc1
 : -7%	0%	-20%	?	i	i	-4%	6%	-1%	-1.2%	9%
33) Cc1cc(=O)oc(C)c1C(=O)N1CCc2c([nH]c3ccccc23)C1C(C)C (stereo not given)
 : -2%[2.3 µM]	-1%	-3%	8%	.	.	0%	-3%	2%	-0.6%	13%
34) O=C(Cn1cc2c(n1)CCCC2)N1CCCC1
 : 0%	0%	1%	10%	.	.	-2%	-7%	-4%	0.4%	-2%
35) Cc1ccc(C)n1-c1cc(S(=O)(=O)N2CCOCC2)ccc1N1CCCC1
 : -14%	-3%	?	-6%	i	i	-5%	-22%	-2%	-0.3%[57.5 µM]	-18%
36) COc1ccccc1-c1nc(-c2ccc(Br)cc2)no1
 : 21%	13µM*	3%	1%	.	.	-4%	18%	1%	-0.4%	72%
37) CSc1nnc([C@@H](NC(=O)OC(C)(C)C)C(C)C)o1
 : 1%	-7%	-3%	7%	i	i	-8%	6%	2%	1.0%[57.5 µM]	2%
38) CCNc1ncc2nc(C)c(=O)n(C[C@H]3CCCO3)c2n1
 : -5%	-3%[11.4 µM]	-4%	i	i	i	10µM*	?	-3%	0.9%	2%
39) Cn1c(=O)c2c(nc(NCc3ccco3)n2C/C=C/c2ccccc2)n(C)c1=O
 : -10%	3%	-16%	8%	i	i	?	32µM*	0%	-3.3%[57.5 µM]	-3%
40) CC(=O)NCC12CC3CC(C1)CC(C(=O)O)(C3)C2
 : 1%	3%	8%	0%	i	i	2%	-21%	-11%	-1.2%[0.369 µM]	14%
41) O=C(NCc1cn2ccsc2n1)Nc1ccc(Cl)cc1
 : -1%	1%	9%	-6%	i	i	-6%	-10%	2%	-4.1%	7%

Not all compounds are listed, so the mix of outcomes need not match the whole.
